Bfl-1 inhibitors: displacement of Bid BH3 peptide from Bfl-1 – biochemical, fluorescence polarization, FITC-Bid, mouse, primary screen (AID 432) | actives 0.02% (n = 64,000) | displacement, % at 20 µM, or IC50 in µM where a hit was titrated | FITC-Bid BH3 peptide fluorescence polarization displacement; higher % means a stronger effect; in the data active = a potency from the dose series; inactive = the rest, 99 in 100 with displacement below about 15%; also: strong numbers were not always called active
HPDE-C7K KRASV12: cytotoxicity in KRAS-transformed pancreatic duct cells, primary screen, cell-based, fluorescence, HTS (AID 431) | HPDE-C7K KRASV12 cells, Alamar Blue viability, 48 h; higher % means a stronger effect | cytotoxicity, % at 10 µM, or EC50 in µM where a hit was titrated | actives 1.7% (n = 63,000);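 active = compounds whose percent cytotoxicity in the single-dose primary screen, scaled between solvent and toxic-drug controls, exceeds 50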;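 also: 0% = DMSO solvent wells and 100% = doxorubicin-treated wells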
LYP phosphatase: inhibition of human PTPN22 tyrosine phosphatase – biochemical, DiFMUP fluorescence, recombinant catalytic domain, 10 µM, primary screen (AID 606). recombinant LYP catalytic domain, DiFMUP fluorescence; higher % means a stronger effect. inhibition, % at 10 µM; hits with a dose series show IC50 in µM. 52,000 tested, under 10 active;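 active = IC50 under 40 µM in the dose-response test; inactive = IC50 of 40 µM or more, or never dose-tested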
MK inhibit: S. pneumoniae mevalonate kinase inhibition; actives 0.48% (n = 65,000); inhibition, % at 10 µM; purified MK, PK/LDH-coupled NADH absorbance 340 nm;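 active = ranked among the strongest by inhibition in the single 10 µM screen, a fixed top-ranked set picked for dose follow-up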; also: no value below 0 was filed
DPM-DC inhibit: S. pneumoniae DPM-DC inhibition; actives 0.49% (n = 65,000); AID 556; calls only at 10 µM; purified DPM-DC, PK/LDH coupled NADH fluorescence;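 active = the 320 compounds with the highest percent inhibition in the single-dose primary screen, excluding strongly autofluorescent ones, cut at about 32% in these data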;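 also: kinetic rate of NADH fluorescence loss reporting ADP formed by the decarboxylase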
HT1080 viability: HT1080 cell viability loss – fluorescence readout (AID 620) | cytotoxicity, % at 10 µM; hits with a dose series show EC50 in µM | actives 0.42% (n = 87,000) | HT1080 viability, fluorescence; higher % means a stronger effect;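 also: cells exposed to compound overnight then 4 h with Alamar Blue; 0% = vehicle DMSO and 100% = killing control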
HPDE-C7 cytotoxicity: cytotoxicity in HPDE-C7 cells, cell-based, fluorescence, HTS (AID 430); HPDE-C7 pancreatic duct cells viability, fluorescence; higher % means a stronger effect; one-dose cytotoxicity, % at 10 µM; EC50 in µM for titrated hits; actives 1.8% (n = 63,000);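 also: cells exposed to compound for 48 hours before viability readout; 0% = vehicle and 100% = reference cytotoxic drug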
TNAP inhibition: human TNAP enzyme inhibitors, biochemical, luminescent (AID 518) | purified TNAP enzyme, luminescent substrate readout; higher % means a stronger effect | inhibition, % at 20 µM; hits with a dose series show IC50 in µM | actives 0.09% (n = 64,000); in the data active = a potency from the dose series; inactive = the rest, 99 in 100 with inhibition below about 22%;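 also: plate controls were vehicle for no effect and reference inhibitor for full effect; many of its hits are not listed in these tables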
Spn PMK inh: blocks S. pneumoniae phosphomevalonate kinase. actives 0.49% (n = 65,000). purified PMK, PK/LDH-coupled NADH absorbance 340 nm. inhibition, % at 10 µM;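 active = top-ranked compounds by inhibition in the single 10 µM screen, taking a fixed number of the strongest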;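 also: 0% = full reaction with DMSO carrier and 100% = background rate without enzyme reaction; no value below 0 was filed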
Spn PMK inh pilot replicates: also measured in Spn PMK inh; calls as there; inhibition, %; measured here: pilot screen replicates
MK inhibit pilot replicates: also measured in MK inhibit; calls as there; inhibition, %; measured here: pilot screen replicates
DPM-DC inhibit pilot screen %: also measured in DPM-DC inhibit; calls as there; inhibition, %; measured here: pilot screen trials
Numbers without * were called inactive; i = inactive; . = no result given. Rule as the data show it, unless noted: active = cytotoxicity above about 50%; inactive = the rest.

A first look:
SMILES | Bfl-1 inhibitors | HPDE-C7K KRASV12 | LYP phosphatase | MK inhibit | DPM-DC inhibit | HT1080 viability | HPDE-C7 cytotoxicity | TNAP inhibition | Spn PMK inh | others
CCOC(=O)N1CCN(c2c(NCCCN(C)c3ccccc3)c(=O)c2=O)CC1 | 7% | 6% | 0% | 9 | i | -2% | -2% | 12% | 4
N=c1n(CCOc2ccccc2)c2ccccc2n1CCN1CCOCC1 | 4% | -14% | -1% | 7 | i | 6% | -23% | -1% | 0
CCOc1ccc(NS(=O)(=O)c2cc(Cl)ccc2OC)cc1 | -3% | -5% | 8% | 9 | i | 2% | -8% | 4% | 8 | Spn PMK inh pilot replicates=0.0;MK inhibit pilot replicates=0.0;DPM-DC inhibit pilot screen %=0.0
CCCCCn1c(=O)[nH]c2cc(C(=O)NCCCN3CCC(C)CC3)ccc2c1=O | 3% | -5% | . | 3 | i | 7% | -5% | 11% | 0
O=C(Nc1ccc(CN2CCOCC2)cc1)c1cccs1 | -4% | -11% | 12% | 5 | i | 4% | -8% | 7% | 0
CC(c1nnnn1C1CCCCC1)N(Cc1ccccc1)Cc1cccnc1 (stereo not drawn) | -3% | -36% | 10% | 4 | i | 4% | -27% | 12% | 12
CC1CC(=O)N(CC(=O)Nc2ccc3c(c2)OCCO3)c2ccccc2S1 (stereo not drawn) | -7% | 5% | 13% | 8 | i | 1% | 6% | 8% | 9
CCOC(=O)C1=C(C)NC2(O)c3ccccc3C(=O)C12O (stereo not drawn) | 3% | -2% | 2% | 5 | i | . | -2% | 12% | 1
CCCc1cc(=O)[nH]c(SCC(=O)N(Cc2ccccc2)C(C)C)n1 | -4% | 5% | 10% | 1 | i | -3% | 2% | 2% | 16
CCc1nc(OCCN(CC)CC)c2oc3ccccc3c2n1 | -1% | 16% | -3% | 0 | i | 2% | 16% | 3% | 4
Cn1c(=O)c2nc(-c3ccccc3)oc2c2ccccc21 | 3% | 10% | . | 2 | . | 0% | 2% | 12% | 8

The whole of this part, repeating the preview:
SMILES | Bfl-1 inhibitors | HPDE-C7K KRASV12 | LYP phosphatase | MK inhibit | DPM-DC inhibit | HT1080 viability | HPDE-C7 cytotoxicity | TNAP inhibition | Spn PMK inh | others
CCOC(=O)N1CCN(c2c(NCCCN(C)c3ccccc3)c(=O)c2=O)CC1 | 7% | 6% | 0% | 9 | i | -2% | -2% | 12% | 4
N=c1n(CCOc2ccccc2)c2ccccc2n1CCN1CCOCC1 | 4% | -14% | -1% | 7 | i | 6% | -23% | -1% | 0
CCOc1ccc(NS(=O)(=O)c2cc(Cl)ccc2OC)cc1 | -3% | -5% | 8% | 9 | i | 2% | -8% | 4% | 8 | Spn PMK inh pilot replicates=0.0;MK inhibit pilot replicates=0.0;DPM-DC inhibit pilot screen %=0.0
CCCCCn1c(=O)[nH]c2cc(C(=O)NCCCN3CCC(C)CC3)ccc2c1=O | 3% | -5% | . | 3 | i | 7% | -5% | 11% | 0
O=C(Nc1ccc(CN2CCOCC2)cc1)c1cccs1 | -4% | -11% | 12% | 5 | i | 4% | -8% | 7% | 0
CC(c1nnnn1C1CCCCC1)N(Cc1ccccc1)Cc1cccnc1 (stereo not drawn) | -3% | -36% | 10% | 4 | i | 4% | -27% | 12% | 12
CC1CC(=O)N(CC(=O)Nc2ccc3c(c2)OCCO3)c2ccccc2S1 (stereo not drawn) | -7% | 5% | 13% | 8 | i | 1% | 6% | 8% | 9
CCOC(=O)C1=C(C)NC2(O)c3ccccc3C(=O)C12O (stereo not drawn) | 3% | -2% | 2% | 5 | i | . | -2% | 12% | 1
CCCc1cc(=O)[nH]c(SCC(=O)N(Cc2ccccc2)C(C)C)n1 | -4% | 5% | 10% | 1 | i | -3% | 2% | 2% | 16
CCc1nc(OCCN(CC)CC)c2oc3ccccc3c2n1 | -1% | 16% | -3% | 0 | i | 2% | 16% | 3% | 4
Cn1c(=O)c2nc(-c3ccccc3)oc2c2ccccc21 | 3% | 10% | . | 2 | . | 0% | 2% | 12% | 8
CCOC(=O)Cc1cc(=O)n(-c2nc3ccccc3s2)[nH]1 | 2% | 80%* | 1% | 12 | i | 2% | 76%* | 5% | 7
CCNc1nc(OC)nc(SCC(N)=O)n1 | -8% | -5% | 33% | 4 | i | 7% | -12% | 5% | 5
Cc1nn(-c2ccc(C(=O)O)cc2)c(=O)c2ccccc12 | 1% | 1% | . | 8 | i | 1% | -5% | 6% | 10
Cc1cccc2c1nc(-c1ccccc1)n1nnnc21 | 2% | 3% | 0% | 2 | i | 0% | 4% | 4% | 4
CCCOc1nc2c(c(=O)n(C)c(=O)n2C)n1CCC | -10% | -9% | 13% | 9 | i | -2% | -9% | 8% | 0
Cc1cccc(-n2nnnc2SCC(=O)NCCN2C(=O)CSC2=O)c1 | -2% | -11% | . | 0 | i | -3% | -10% | 6% | 16
O=C(CN1C(=O)CCS(=O)(=O)c2ccccc21)Nc1ccc2c(c1)OCCO2 | -2% | 3% | 8% | 1 | i | -2% | 2% | 5% | 0
O=C(CSc1nnc(C2COc3ccccc3O2)o1)NC1CCCCC1 (stereo not drawn) | 3% | -3% | -5% | 2 | i | 1% | -9% | 6% | 3
Cc1nc(NCc2ccccc2)[nH]c(=O)c1CCC(C)C | 4% | . | . | 8 | i | 2% | . | 19% | 4
Cc1ccc(C2CC(=O)c3cnc(NC(=O)c4ccco4)nc3C2)cc1 (stereo not drawn) | 6% | -11% | 1% | 11 | i | -4% | 5% | 6% | 4
O=C(CSc1ccc2nnc(-c3ccccc3)n2n1)N1CCCCC1 | -3% | -20% | -9% | 6 | i | 2% | -9% | 11% | 10
COc1ccc(CNC2CCCCC2)cc1 | -4% | -1% | 3% | 37 | i | 5% | 0% | 15% | 0
N=c1n(Cc2ccccc2)c2ccccc2n1CC(O)c1ccco1 (stereo not drawn) | 6% | 11% | . | 10 | i | 0% | 3% | 12% | 8
O=C(NCc1ccncc1)C1CCCN(S(=O)(=O)Cc2ccccc2)C1 (stereo not drawn) | -8% | -10% | 12% | 9 | i | -1% | -9% | 11% | 4

Continued.
SMILES | Bfl-1 inhibitors | HPDE-C7K KRASV12 | LYP phosphatase | MK inhibit | DPM-DC inhibit | HT1080 viability | HPDE-C7 cytotoxicity | TNAP inhibition | Spn PMK inh | others
CC(C)N(Cc1nc(-c2ccccc2)no1)C(=O)c1ccc(Br)o1 | -8% | 9% | 4% | 4 | i | -7% | 2% | 12% | 2
O=C(NC1CCCc2ccccc21)C1CCN(C(=O)c2sccc2-n2cccc2)CC1 (stereo not drawn) | -9% | 1% | -3% | 11 | i | 0% | -8% | 3% | 4
COc1ccc(S(=O)(=O)N(Cc2ccc(OC)c(OC)c2)Cc2ccco2)cc1 | 2% | 11% | 3% | 0 | i | -8% | 1% | 4% | 13
CCCC(=O)c1c(NC(C)C)cc(C)oc1=O | -4% | 16% | 6% | 4 | i | -2% | 2% | 9% | 4
Cc1nnc(SCC(=O)Nc2c(Cl)cccc2Cl)[nH]c1=O | 7% | 16% | -1% | 2 | i | 8% | 9% | 18% | 0 | Spn PMK inh pilot replicates=1.5;MK inhibit pilot replicates=3.0;DPM-DC inhibit pilot screen %=1.5
CCn1c(COc2ccc(Cl)c(C)c2)nnc1SCC(=O)N1CCCC1 | 6% | -11% | 7% | 11 | i | 4% | -17% | 16% | 10
Cc1cc(C)nc(NC(=O)NS(=O)(=O)Nc2ccc(Br)cn2)n1 | -2% | 7% | 4% | 37 | i | 1% | 7% | 11% | 16
CCN1CCN(c2ncc(C(=O)Nc3ccccc3C(=O)OC)c3ccccc23)CC1 | -1% | 40% | 8% | 12 | i | 3% | 26% | 6% | 10
COc1ccc(-c2cc(C(F)(F)F)nc(SCC(N)=O)n2)cc1 | . | . | 9% | 9 | . | 2% | . | . | 13
O=C(Nc1ccccc1)C1CC=CCC1C(=O)OCC1CCCO1 (stereo not drawn) | -9% | . | 10% | 1 | i | -1% | . | 1% | 7
COc1ccc(CC(C)N2CCN(Cc3ccccc3)CC2)c(OC)c1 (stereo not drawn) | -4% | 13% | . | 7 | i | -11% | -5% | -2% | 2
CCn1c(SCc2nnc(-c3ccccc3)o2)nc2c1c(=O)n(C)c(=O)n2C | -4% | 1% | 14% | 13 | i | 2% | 6% | 18% | 11
O=C1CC(c2ccccc2)CC(O)=C1C=NCC1CCCO1 (stereo not drawn) | 6% | -2% | 9% | 25 | i | -11% | 2% | 9% | 38*
O=C(O)c1cccc(S(=O)(=O)NCC2CCCO2)c1 (stereo not drawn) | -6% | . | 15% | 2 | i | 0% | . | 8% | 4
COc1ccc(C(=O)N2CCC(C(=O)Nc3ccc(OC)c(OC)c3)CC2)cc1 | 1% | 0% | 16% | 4 | i | 6% | -7% | -3% | 5
Cc1ccc(NC(=O)CSc2nnc(-c3ccncc3)n2N)cc1C | -7% | 10% | -2% | 18 | i | -1% | -10% | 15% | 1
O=C(CSc1nnnn1C1CC2CCC1C2)Nc1ccnc2ccccc12 (stereo not drawn) | -7% | -6% | 6% | 10 | i | -2% | -3% | 10% | 1
N#Cc1c(-c2ccccc2)nc(N2CCCCCC2)[nH]c1=O | 8% | -1% | -2% | 6 | i | 1% | 4% | 17% | 6 | Spn PMK inh pilot replicates=0.0;MK inhibit pilot replicates=0.5;DPM-DC inhibit pilot screen %=8.5
Cc1cc(-n2c(C)cc(C(=O)CSc3nc4ccccc4c(=O)n3Cc3ccco3)c2C)no1 | 5% | 10% | 1% | 5 | i | 5% | -10% | 11% | 0 | Spn PMK inh pilot replicates=2.5;MK inhibit pilot replicates=0.0;DPM-DC inhibit pilot screen %=0.0
COc1ccccc1N1CCN(C(=O)c2cc(-c3ccc(Br)cc3)on2)CC1 | -5% | -25% | 2% | 8 | i | 1% | -23% | 8% | 0
Cc1ccc(CNc2ccc3c(c2)ncn3C)cc1 | -1% | 6% | 15% | 4 | i | 7% | -4% | -4% | 2
O=C(NCCc1cccc(F)c1)[C@@H]1CSC2c3ccccc3C(=O)N21 (stereo partly drawn) | 5% | -1% | . | 8 | i | 8% | -6% | 8% | 10
OCC1(CO)COC2(CCCC2)N1 | -10% | -20% | . | 6 | i | 26% | -17% | 5% | 10
O=C(NCc1cccs1)c1cnn2cccnc12 | 2% | 7% | 8% | 4 | i | -8% | 2% | 7% | 0
CS(=O)(=O)N(CC(=O)N1CCCCC1)C1CCCCC1 | 1% | -6% | 2% | 10 | i | 4% | -10% | 4% | 14
CCOC(=O)C(CCOc1cccc(CC)c1)C(=O)OCC | -6% | -12% | 2% | 4 | i | 2% | -9% | 8% | 5
